Source: PubChem
bIAP inhibitor = bovine intestinal alkaline phosphatase inhibitors, primary screen, selectivity assay for TNAP inhibitor project, biochemical, bovine IAP, CDP-star luminescence | inhibition, % at 20 µM | alkaline phosphatase, intestinal [Bos taurus] | 190,000 tested, under 10 active | purified bovine IAP, 30 min;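 active = over 50% inhibition of intestinal alkaline phosphatase at 20 µM in the single-dose screen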
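Assay system: bovine IAP enzyme; medium: DEA buffer 100 mM, pH 9.8, with MgCl2 1.0 mM, ZnCl2 0.02 mM; doses: 20 µM single dose; incubation: enzyme reaction for 30 min at room temperature; detection: CDP-star luminescence signal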
S1P3 antagonist = S1P3 receptor antagonists, primary screen, cell-based; hit rate 0.27% among 170,000; inhibition, % at 4.98 µM; CHO S1P3 NFAT-BLA reporter, FRET fluorescence, antagonist mode; Sphingosine 1-phosphate receptor 3 (Homo sapiens), Q99500; AID 485, 2006;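 active = inhibition above the plate cutoff, the mean inhibition of test wells on that plate plus 3 SD, cut at about 28% in these data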;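 also: cells challenged with S1P at its EC80 of 0.8 µM; blue over green emission ratio from cleaved BLA substrate after 4 h stimulation; 0% = S1P-stimulated wells and 100% = unstimulated DMSO-only wells; some compounds past the cut are filed as inactive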
Target sequence (Q99500 whole entry, looked up): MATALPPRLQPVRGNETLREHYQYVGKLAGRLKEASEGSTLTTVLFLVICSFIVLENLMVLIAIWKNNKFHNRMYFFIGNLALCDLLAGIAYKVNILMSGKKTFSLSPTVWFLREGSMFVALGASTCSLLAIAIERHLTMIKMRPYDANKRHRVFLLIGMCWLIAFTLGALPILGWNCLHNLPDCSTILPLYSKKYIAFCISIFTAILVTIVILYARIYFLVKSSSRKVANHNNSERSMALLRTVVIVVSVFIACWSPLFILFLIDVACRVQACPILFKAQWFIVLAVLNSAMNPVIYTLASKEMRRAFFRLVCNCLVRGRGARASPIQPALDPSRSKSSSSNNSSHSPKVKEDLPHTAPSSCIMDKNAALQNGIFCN
PPARg SRC-2 ag = agonists of PPARg-SRC-2 recruitment, primary screen, biochemical, HTS; activation, % at 8 µM; PPARgamma LBD-SRC-2 recruitment; AID 1032, 2008; hit rate 0.34% among 200,000; Peroxisome proliferator-activated receptor gamma (Homo sapiens), P37231; in the data active = activation above about 22%;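 also: 0% = vehicle and 100% = reference agonist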
TR-FRET SRC-2 ct = TR-FRET signal artefacts, primary screen, artefact control for PPARgamma SRC-2 agonist project, biochemical; TR-FRET ratio at 8 µM; hit rate 0.4% among 200,000; AID 1049, 2008; TR-FRET artefact counter-screen; stronger effect = higher value; in the data active = TR-FRET ratio above about 2000; also: inactives centre near 1500
L major viab = Leishmania major promastigote growth inhibition, primary screen; Leishmania major promastigotes, resazurin fluorescence viability; inhibition, % at 10 µM; hit rate 9% among 200,000; in the data active = inhibition above about 50%;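 also: promastigotes grown with compound for 44 hours at 28 °C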
HMGR II inh = inhibitors of E. faecalis class II HMGR, primary screen, biochemical, Enterococcus faecalis. purified E. faecalis HMGR, NADPH absorbance 340 nm kinetic. hit rate 0.41% among 190,000. HMG-CoA reductase (Enterococcus faecalis, mvaE). inhibition, % at 10 µM;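 active = inhibition above a set limit, the median over all tested compounds plus 3 SD, cut at about 9.5% in these data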;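 also: enzyme runs in reverse so mevalonate oxidation gives rising NADPH absorbance; 0% = complete reaction with DMSO and 100% = background rate lacking mevalonate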
DTT redox prof = compounds producing H2O2 with reducing agent – biochemical, NIH compound library profiling, artefact control for MLSCN library redox annotation, primary screen; AID 878, 2007; DTT-dependent redox cycling H2O2, phenol red/HRP absorbance; 100% = 100 µM peroxide control, 0% = buffer; activation, % at 10 µM; hit rate 0.03% among 200,000;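 active = activation of at least 50% relative to the plate's high and low controls in the primary single-dose screen; inactive = activation below 50%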;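 also: compound incubated with DTT at 0.8 mM final as the reducing agent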
PPARg SRC1 recr = PPARgamma agonists recruiting SRC-1 coactivator, primary screen, biochemical; Peroxisome proliferator-activated receptor gamma (Homo sapiens), P37231; PPARgamma-SRC-1 coactivator recruitment biochemical assay; activation, % at 8 µM; hit rate 0.41% among 200,000; in the data active = activation above about 19%;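 also: 0% = DMSO and 100% = reference agonist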
ROMK mod = ROMK potassium channel modulators, primary screen, cell-based, thallium flux, MLSMR library; ATP-sensitive inward rectifier potassium channel 1 (Homo sapiens), P48048; AID 1918, 2009; Tet-inducible ROMK, thallium flux fluorescence; actives lie on both sides; hit rate 2% among 130,000; B-score at 10 µM;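 active = signal ratio slope over the read window, or its plate-corrected B-score, at least 3 SD from the plate mean, either direction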;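 also: B-score of the F/F0 ratio slope over 7 to 12 s after thallium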
Target sequence (P48048 whole entry, looked up): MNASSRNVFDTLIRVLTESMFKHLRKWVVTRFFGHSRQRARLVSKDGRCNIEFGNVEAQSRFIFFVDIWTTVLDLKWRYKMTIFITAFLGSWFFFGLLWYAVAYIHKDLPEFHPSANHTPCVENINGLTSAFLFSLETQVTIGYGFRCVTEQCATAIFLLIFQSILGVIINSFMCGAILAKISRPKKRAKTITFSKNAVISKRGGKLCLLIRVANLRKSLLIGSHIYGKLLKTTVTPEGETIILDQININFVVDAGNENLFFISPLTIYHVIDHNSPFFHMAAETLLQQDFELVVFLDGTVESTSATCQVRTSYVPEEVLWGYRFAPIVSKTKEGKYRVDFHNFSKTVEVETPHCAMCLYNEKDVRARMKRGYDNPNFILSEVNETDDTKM
PPARg SRC3 recr = PPARgamma agonists recruiting SRC-3 coactivator, primary screen, biochemical | biochemical PPARgamma/SRC-3 coactivator recruitment assay | hit rate 0.26% among 200,000 | Peroxisome proliferator-activated receptor gamma (Homo sapiens), P37231 | activation, % at 8 µM; in the data active = activation above about 23%;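 also: 0% = DMSO and 100% = reference agonist; some compounds past the cut are filed as inactive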
RAM network inh = inhibitors of the yeast RAM network, primary screen, dse1pr::URA3 reporter, 5-FOA selection. hit rate 1.8% among 190,000. S. cerevisiae dse1pr::URA3 reporter, 5-FOA growth OD615, 2 d; analog-sensitive cbk1-as2 kinase mutant strain. inhibition, % at 50 µM;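 active = inhibition above a set limit, 3 SD over mean compound inhibition, cut at about 8.4% in these data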;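 also: 0% = DMSO-only wells with no growth and 100% = 10 µM 1-NA-PP1 full growth; inhibition rescues growth on 5-FOA so higher OD means more RAM inhibition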
Active calls of the source: *; . = no result given.

Molecule	bIAP inhibitor	S1P3 antagonist	PPARg SRC-2 ag	TR-FRET SRC-2 ct	L major viab	HMGR II inh	DTT redox prof	PPARg SRC1 recr	ROMK mod	PPARg SRC3 recr	RAM network inh
CCOc1ncccc1C(=O)N(CC)CC(=O)Nc1ccc(NC(C)=O)cc1	4	-4	-2	1667	42	-3	-0.4	8	0.67	3	0.1
COc1ccc(C2=NN(C(=O)CSc3ncccn3)C(c3ccc(C)cc3)C2)cc1 (stereo not drawn)	0	12	-3	1527	27	-9	0.1	-4	.	-2	2.9
O=C1CCC(C(=O)Nc2cccc(Oc3ccccc3)c2)=NN1	12	-15	12	1822	1	3	-0.7	15	-0.36	5	1.8
c1ccc(CO/N=C(\c2ccc(C3CC3)nc2)C2CC2)cc1	6	5	8	1580	14	1	-1.4	15	1.3	4	1.3
Nc1n[nH]c(-c2ccc(Br)cc2)c1Cl	6	-6	1	1336	10	2	7.3	7	0.36	-8	-0.9
COc1cc(NC(=O)COc2ccc(F)cc2)nc(OC)n1	8	-18	3	1414	-6	-4	-0.2	7	0.033	5	3.1
Cc1cc(C)c2c(n1)nn1c(NCCCN(C)C)cc(C)nc21	-92	-7	-5	1676	16	3	-0.9	1	.	-7	2.1
COc1ccc(CNC(=O)C2=C(C)C(=O)OC23CCC(C)CC3)cc1 (stereo not drawn)	5	.	-4	1624	-4	-2	0.3	-5	.	6	-0.5
Cc1ccc(NC(=O)CCl)c(C)c1	-12	4	0	1690	5	-6	-1.9	3	0.73	5	-0.6
CCN(CC)C(=O)C1CCCN(c2ccc([N+](=O)[O-])cc2[N+](=O)[O-])C1 (stereo not drawn)	0	-18	9	1290	2	-2	0.6	-2	0.019	6	3.7
O=C(Nc1ccccn1)c1ccc(S(=O)(=O)c2ccc(Cl)cc2)cc1	7	11	-7	1482	76*	1	-0.4	-1	1.1	-3	2.5
CCn1c2ccccc2c2cc(NC(=O)C/C(C)=N/NC(=O)c3ccccc3N)ccc21	-3	.	6	1728	2	-9	-3.5	2	.	9	0.3
COc1ccc(CN2CCNC(=O)C2CC(=O)N(C)Cc2ccccn2)cc1OC (stereo not drawn)	-11	-9	-8	1402	1	-10	-1.0	2	0.085	-5	0.4
CC(=O)Nc1ccc(NC(=O)c2ccc(-n3c(C)ccc3C)cc2)cc1	10	0	1	1503	68*	-5	-0.7	6	0.97	-4	1.4
COc1ccc(C(=O)NCCNc2ccc([N+](=O)[O-])cc2)cc1	24	9	-3	1566	15	2	-0.5	-1	-0.33	1	1.4
CC(C(=O)Nc1ccc(S(=O)(=O)N2CCOCC2)cc1)N1CCN(c2ccccn2)CC1 (stereo not drawn)	-5	-2	2	1650	-5	13*	-0.1	-3	-0.85	3	0.4
COc1ccc2cc(CN(CC3COCCO3)S(=O)(=O)c3ccc(Cl)cc3)c(=O)[nH]c2c1 (stereo not drawn)	-1	5	-4	1456	9	-2	1.4	2	0.037	-2	5.5
COc1ccc(C(=O)NC(=S)NC2CCSC2=O)cc1 (stereo not drawn)	4	7	-2	1567	43	-5	0.3	10	0.17	2	0.1
N#Cc1ccccc1OCCCNC1CCCC1	4	-12	8	1637	0	1	-0.7	0	-0.0069	5	0.2
O=C(CN1C(=O)NC2(CCCCCC2)C1=O)Nc1ccc2c(c1)CCC2	-1	-2	-8	1434	17	-2	-0.3	4	-0.0067	-4	2.4
Cc1onc(-c2ccccc2Cl)c1C(=O)Nc1nnc(-c2ccc(Cl)cc2Cl)s1	13	.	18	1847	-11	-7	-0.6	23*	.	15	5.5
S=c1[nH]nc(-c2cccnc2)n1/N=C/c1ccco1	2	-1	-7	1620	-2	-1	-0.3	-4	0.66	-1	1.2
NC(=O)c1nsc(C(=O)N(CC(=O)NCc2ccc3c(c2)OCO3)C2CCCC2)c1N	-6	-22	-7	1409	5	-5	1.0	2	.	-11	3.8
C/C(=N/NC(=O)CSCc1ccc(Cl)cc1)c1cccc(NC(=O)c2ccccc2)c1	6	.	9	1626	-4	-2	0.1	8	0.14	3	2.2
CC(C)(C)c1ccc(S(=O)(=O)N2CCCCC2)cc1	10	-4	3	1476	92*	0	-0.4	1	-0.47	3	0.1
CCOc1cc(CNCCO)cc(Br)c1OCc1ccccc1Cl	4	.	3	1501	100*	3	-5.2	4	-1.7	9	0.3
CCC(=O)N(Cc1cc2cc(OC)ccc2[nH]c1=O)c1cc(C)ccc1C	4	-7	-6	1532	14	2	2.3	5	0.095	5	4.2
CCOc1cc(Br)c(C=O)cc1OCC	-25	-13	8	1565	-5	1	0.3	-2	2.9*	-1	1.1
O=C(CSc1ncc(C(F)(F)F)cc1Cl)N1CCN(S(=O)(=O)c2ccc(Cl)cc2)CC1	35	.	2	1531	90*	-2	0.1	-2	-0.93	-11	3.6
S=c1[nH]nc(-c2cnccn2)n1-c1ccccc1	10	.	5	1680	-4	-7	-0.3	5	1.1	13	0.5

Results in TR-FRET SRC-2 ct and S1P3 antagonist (two entries from above):
mol	TR-FRET SRC-2 ct	S1P3 antagonist
CCn1c2ccccc2c2cc(NC(=O)C/C(C)=N/NC(=O)c3ccccc3N)ccc21	1728	.
COc1ccc(CN2CCNC(=O)C2CC(=O)N(C)Cc2ccccn2)cc1OC (stereo not drawn)	1402	-9

An excerpt from above in order of the DTT redox prof value, descending.
structure | DTT redox prof
COc1ccc(C(=O)NC(=S)NC2CCSC2=O)cc1 (stereo not drawn) | 0.3
S=c1[nH]nc(-c2cnccn2)n1-c1ccccc1 | -0.3
Cc1cc(C)c2c(n1)nn1c(NCCCN(C)C)cc(C)nc21 | -0.9

The list goes on:
Molecule	bIAP inhibitor	S1P3 antagonist	PPARg SRC-2 ag	TR-FRET SRC-2 ct	L major viab	HMGR II inh	DTT redox prof	PPARg SRC1 recr	ROMK mod	PPARg SRC3 recr	RAM network inh
CC(=O)c1cc(-c2ccc(F)cc2)n(CCC(=O)Nc2cc(C)[nH]n2)c1C	8	11	-5	1493	2	-2	-0.1	-2	.	-6	1.4
N#C/C(=C\c1ccccc1)c1nc2ncccc2[nH]1	0	.	4	1561	66*	1	-3.8	-2	-2.5*	0	1.4
O=C1c2cccc3c([N+](=O)[O-])ccc(c23)C(=O)N1c1ccc(Cl)cn1	4	.	8	1510	100*	-3	-4.3	-3	-3.7*	-1	0.8
CCc1ccc(C2c3[nH]c4ccccc4c3CCN2C(=O)c2cc(C)nn2C)cc1 (stereo not drawn)	-19	-7	2	1545	60*	-5	-0.8	-6	0.053	-2	2.4
Cc1ccccc1OCC(=O)NCC(=O)N/N=C/C=C/c1ccccc1	-2	.	3	1699	-3	-2	2.9	4	-0.025	6	1.1
O=C(O)CCCN=C1NC2(CCCC2)Cc2ccccc21	-10	.	13	1733	-10	-4	-0.5	-3	0.59	15	0.4
COc1ccc(NC2CC(=O)N(c3cccc([N+](=O)[O-])c3)C2=O)cc1 (stereo not drawn)	-5	19	-7	1522	-3	-6	0.0	-1	-0.87	-2	2.2
c1ccc2c(N3CCCCC3)nc(N3CCOCC3)nc2c1	-13	11	-3	1362	17	4	-0.5	0	-0.82	-2	0.8
O=C(/C=C/c1ccc2c(c1)OCO2)Nc1nc(-c2ccccc2)cs1	8	.	-2	1534	7	1	2.1	-2	.	3	1.8
O=S(=O)(c1ccc(F)cc1)c1nc(-c2ccccc2F)oc1N1CCCCC1	33	.	-7	1563	15	-9	-0.4	3	-0.86	-3	2.6
CCn1c(Cc2c(C)[nH]c3ccccc23)n[nH]c1=S	-4	-12	9	1535	-1	-5	0.8	0	-0.39	-3	-0.6
O=C(Nc1ccc([N+](=O)[O-])c(NC(=O)C2CCCO2)c1)C1CCCO1 (stereo not drawn)	46	-4	-13	1521	-8	-1	-0.2	5	.	-1	-0.1
CCOC(=O)C1(CC)CC(CSc2nc3ccccc3[nH]2)OC1=O (stereo not drawn)	10	4	2	1418	-6	-4	2.0	14	-0.75	-7	0.4
Cc1cc(Nc2cc(F)ccc2C)n2ncnc2n1	-31	-28	3	1578	-7	3	-0.2	3	.	0	0.6
O=c1c2ccccc2nc(-c2ccc(Cl)c(Cl)c2)n1O	4	.	5	1289	-13	-5	0.1	2	1.7	-3	0.1
CC(CN1c2ccccc2Sc2ccccc21)N(C)C (stereo not drawn)	7	3	4	1492	47	1	0.8	6	.	-5	1.7
Cc1occc1C(=O)Nc1ccc(S(=O)(=O)N2CCCC2)cc1	15	0	-1	1459	8	-1	-0.7	-1	.	1	3.1

Not a hit list. About 13% of those tested had a hit in this group.
